SENP1 FRET inh: blocks the human SENP1 SUMO protease catalytic domain. inhibition, % at 10 µM. AID 624204. 360,000 tested, 0.21% active. recombinant SENP1 catalytic domain, CyPet-SUMO1-YPet FRET cleavage. Q9P0U3;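 active means inhibition at least 30% at 10 µM, raw YFP signal under a set limit, fluorescence ratio 0.5 to 1.5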;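 further: 0% = enzyme with DMSO and 100% = no enzyme wells; some results filed as inactive read as strong as hits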
Target sequence (Q9P0U3 419-644 limits assumed): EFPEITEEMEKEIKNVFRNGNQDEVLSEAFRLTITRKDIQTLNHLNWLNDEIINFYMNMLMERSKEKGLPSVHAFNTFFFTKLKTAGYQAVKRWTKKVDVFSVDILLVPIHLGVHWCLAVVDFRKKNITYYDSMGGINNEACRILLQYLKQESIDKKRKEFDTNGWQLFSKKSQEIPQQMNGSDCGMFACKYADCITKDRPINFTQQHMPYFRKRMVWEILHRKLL
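material = recombinant human SENP1 catalytic domain, His6-tagged | quantity = 20 pM enzyme | reagent = 25 nM SUMO1 FRET substrate | compound dosing = 10 µM single point, 0.5% DMSO | timing = 50 min enzyme reaction, room temperature, light-protected | detection = FRET, CFP and YFP emission | control set = no-enzyme low, enzyme-DMSO high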
Apaf1 inhib: human Apaf-1 inhibition. 330,000 tested, 0.71% active. reconstituted apoptosome caspase-3 activity, DEVD-Rh110 fluorescence. inhibition, % at 20 µM. O14727; active means inhibition of at least 40% at 20 µM;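 further: plate controls were DMSO wells for no effect and DEVD-CHO caspase inhibitor wells for full effect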
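Medium: Hepes buffer, pH 7.5 / System: biochemical Apaf-1 apoptosome reconstitution / Measured by: Rh110 fluorescence, excitation 480 nm, emission 540 nm / Times: compound with Apaf-1, dATP, procaspase-3 30 min, then 50 min reaction, room temperature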
SENP6 inh: inhibitors of human SENP6 protease; AID 2599; 330,000 tested, 1.8% active; Recombinant SENP6 catalytic domain, aminoluciferin luminescence; inhibition, % at 10 µM; Q9GZR1;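 active means inhibition above about 50% at the single tested dose, limit read from the data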;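 further: plate controls were DMSO wells with enzyme for no effect and DMSO wells lacking enzyme for full effect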
NALP3 yeast inh: NALP3 inhibition in yeast. 330,000 tested, 0.39% active. inhibition, % at 10 µM. Yeast reconstituted NLRP3/ASC/caspase-1, beta-gal luminescence, 24 h;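 active means inhibition of 50% or more; inactive means inhibition below 50%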;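 further: plate controls were induced DMSO wells for no effect and uninduced yeast grown without galactose for full effect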
SENP8 block-1: inhibitors of human SENP8 protease | 330,000 tested, 1.2% active | AID 2540 | Q96LD8 | inhibition, % at 10 µM | purified SENP8, Z-RLRGG-aminoluciferin cleavage, luminescence; in the data active means inhibition above about 50%
Target sequence (Q96LD8 whole entry, looked up): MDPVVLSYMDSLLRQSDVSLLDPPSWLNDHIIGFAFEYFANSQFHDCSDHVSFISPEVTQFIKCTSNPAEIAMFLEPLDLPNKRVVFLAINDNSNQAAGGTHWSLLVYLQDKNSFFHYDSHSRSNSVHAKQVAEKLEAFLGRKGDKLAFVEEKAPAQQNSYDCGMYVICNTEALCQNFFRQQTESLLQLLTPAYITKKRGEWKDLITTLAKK
HKDC1 inhibitor: HKDC1 (human) hexokinase inhibition; inhibition, % at 20 µM; 340,000 tested, 0.16% active; recombinant HKDC1, G6PDH/diaphorase resazurin coupled fluorescence;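 active means inhibition above about 35% when tested at 20 µM, limit read from the data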;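 further: plate controls were DMSO wells with enzyme for no effect and DMSO wells lacking enzyme for full effect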
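System: Recombinant HKDC1 hexokinase | Amount: HKDC1 at 5 µg/mL | Reagent: Glucose with 1 mM ATP | Doses: Single 20 µM dose | Incubation: Reaction time 90 min, room temperature, protected from light | Signal: Coupled resazurin fluorescence, excitation 525 nm, emission 613 nm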
SENP7 inh: inhibitors of human SENP7 protease | recombinant SENP7, Z-RLRGG-aminoluciferin luminescence, 40 min | inhibition, % at 5 µM | 330,000 tested, 1.5% active | Q9BQF6;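 active means inhibition above about 50% at the single test dose, limit read from the data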;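 further: plate controls were DMSO with enzyme for no effect and no enzyme buffer wells for full effect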
Target sequence (Q9BQF6 706-1050 limits assumed): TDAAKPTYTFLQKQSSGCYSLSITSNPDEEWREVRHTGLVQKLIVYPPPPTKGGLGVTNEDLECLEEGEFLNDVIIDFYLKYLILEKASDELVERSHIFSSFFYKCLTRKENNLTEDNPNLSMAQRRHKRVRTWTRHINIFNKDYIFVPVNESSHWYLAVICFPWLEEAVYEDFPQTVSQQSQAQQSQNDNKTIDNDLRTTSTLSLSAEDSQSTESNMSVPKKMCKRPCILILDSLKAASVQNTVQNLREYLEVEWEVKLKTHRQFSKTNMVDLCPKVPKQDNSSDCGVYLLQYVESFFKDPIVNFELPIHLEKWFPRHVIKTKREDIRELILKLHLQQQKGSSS
PfGluPho inh: PfG6PD (Plasmodium falciparum) enzyme inhibition; PfGluPho enzyme, NADPH resazurin-diaphorase fluorescence; inhibition, % at 20 µM; 350,000 tested, 0.78% active;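 active means inhibition reaching at least a set limit at 20 µM in the primary screen, cut at about 59% in these data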;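 further: 0% = DMSO wells with substrate and 100% = DMSO wells lacking glucose-6-phosphate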
SENP8 block-2: inhibitors of human SENP8 protease; Q96LD8; recombinant SENP8, Nedd8 substrate fluorescence; inhibition, % at 20 µM; 360,000 tested, 0.64% active; AID 602440; in the data active means inhibition mostly above about 40%, no sharp cut-off; inactive means mostly below about 27%
Numbers without * were called inactive; i = inactive; / = not tested or not shown.

SMILES	SENP1 FRET inh	Apaf1 inhib	SENP6 inh	NALP3 yeast inh	SENP8 block-1	HKDC1 inhibitor	SENP7 inh	PfGluPho inh	SENP8 block-2
CC(=O)c1ccc(N2C(=NC(=O)C3CCCO3)SC3CS(=O)(=O)CC32)cc1 (stereo not drawn)	0	-14	11	11	8	-4	3	-5	12
CCc1nc2ccccc2c(=O)n1/N=C/c1ccc(OC)cc1	-1	-13	3	11	1	-6	1	-4	12
CCC(=O)N1CCc2cc(S(=O)(=O)CCC(=O)NCc3ccc4c(c3)OCO4)ccc21	-2	-3	-4	0	-2	1	-2	4	18
CC(=O)Oc1cc(C(C)C)c(OCCN(C)C)cc1C	1	-1	-8	31	0	-3	-3	-15	8
COc1ccc(C(=O)OCC(=O)NC(=O)NC2CCCC2)cc1OC	1	2	-5	21	-1	3	11	0	19
Cc1ccc2cccc(Oc3ncnc4scc(-c5ccccc5)c34)c2n1	-1	16	6	37	1	12	3	27	2
CC(C)Cn1c(N)c(C(=O)COC(=O)c2cccc(F)c2)c(=O)n(C)c1=O	1	/	/	/	/	-4	/	-21	9
C=C(C)c1cccc(C(C)(C)NC(=O)N2CCN(c3ccccc3OC)CC2)c1	1	11	-9	3	39	-8	3	-12	34
Cc1c(/C=N/Nc2ccc(C(=O)O)cc2)c2ccccc2n1C	-13	-16	4	7	3	1	10	-4	-398
CCOC(=O)C(C)Oc1ccc2c(C)cc(=O)oc2c1C(C)=O (stereo not drawn)	1	-6	-17	14	-8	1	-9	-17	-21
CCCCCC/C=N/Nc1nnc(Cc2ccc(OC)c(OC)c2)c(=O)[nH]1	4	24	-21	15	4	5	-1	-16	-6
Cc1cccc(OCC(=O)N(Cc2ccc(F)cc2)C2CCS(=O)(=O)C2)c1C (stereo not drawn)	1	12	-4	6	-5	7	-10	8	3
Brc1ccc(C2=Nn3c(Cn4nnc5ccccc54)nnc3SC2)cc1	0	11	-3	3	-8	-3	-10	48	30
NS(=O)(=O)c1ccc(NC(=O)NC2CC(=O)N(c3ccc4c(c3)OCCO4)C2)cc1 (stereo not drawn)	2	6	-7	2	-3	-1	1	8	13
O=C(CSc1nc(-c2ccccc2Cl)ns1)NCc1ccc2c(c1)OCO2	4	2	-10	22	-7	16	-2	-13	10
Cc1c(NC(=O)CSc2nnc(-c3ccco3)n2-c2ccccc2)c(=O)n(-c2ccccc2)n1C	1	-7	-27	13	2	6	3	-9	16
COc1ccc(N2CCN(S(=O)(=O)CCNC(=O)COc3cccc(OC)c3)CC2)cc1	-1	16	-2	23	0	-2	-2	0	6
CCOC(=O)C1NN=C(C(=O)c2ccccc2)C1c1ccccc1 (stereo not drawn)	1	-3	9	4	0	11	1	-26	30
Cc1cccc(C2Nc3ccccc3C(=O)N2c2ccccc2)n1 (stereo not drawn)	-10	0	6	2	4	7	7	-2	-353
CCOC(=O)c1c(NC(=O)C[n+]2ccc(Cc3ccccc3)cc2)sc(C)c1C	0	20	-14	3	-10	-12	1	16	12
CC1(C)C(=O)Nc2ccccc2N1C(=O)COC(=O)CSc1ccc(F)cc1	7	-1	24	-1	8	2	-2	-6	0
N#Cc1ccc(-c2ccc(F)cc2)nc1Oc1ccc(Cl)c(Cl)c1	1	13	1	1	0	-4	-3	-20	-20
COc1ccccc1N1C(=N)S/C(=C\c2ccc(-c3ccccc3C(=O)O)o2)C1=O	-27	16	2	19	-2	6	6	-3	-91
Cc1ccc(SCc2nn(C)c(Cl)c2C=O)cc1	0	8	4	44	-12	-5	-1	6	13
CCN(C(=O)c1ccc(NC(=O)c2ccco2)cc1)c1ccccc1	1	9	45	21	15	-6	43	-9	-1
O=C(NNC(=O)c1cc2ccccc2cc1O)c1cccs1	-8	-3	93*	15	95*	1	87*	-24	-17
O=C(CC1Sc2ccccc2NC1=O)NCc1ccccc1 (stereo not drawn)	3	-23	-26	8	0	-5	8	14	20
O=C(Nc1nnc(-c2cc(Cl)ccc2Cl)o1)C1=COCCO1	2	-10	-5	14	-5	-2	15	-8	-82
O=C(N/N=C/c1ccc[nH]1)c1ccccc1OCc1ccccc1Cl	-31	8	-5	13	0	-1	5	19	-348
O=C1C(Cl)=C(NS(=O)(=O)c2ccc([N+](=O)[O-])cc2)C(=O)c2ccccc21	3	31	12	-2	11	13	16	-20	53*

The final two entries of the section before come first, to join the parts:
SMILES	SENP1 FRET inh	Apaf1 inhib	SENP6 inh	NALP3 yeast inh	SENP8 block-1	HKDC1 inhibitor	SENP7 inh	PfGluPho inh	SENP8 block-2
O=C(N/N=C/c1ccc[nH]1)c1ccccc1OCc1ccccc1Cl	-31	8	-5	13	0	-1	5	19	-348
O=C1C(Cl)=C(NS(=O)(=O)c2ccc([N+](=O)[O-])cc2)C(=O)c2ccccc21	3	31	12	-2	11	13	16	-20	53*
CSc1ccccc1C(=O)Nc1ccc(S(=O)(=O)NC2=NCCCCC2)cc1	2	8	-12	15	-11	-5	-7	-2	11
CC(=O)NC1C(Oc2ccc(C=O)cc2)OC(COC(C)=O)C(OC(C)=O)C1OC(C)=O (stereo not drawn)	1	-3	7	5	-7	1	6	1	10
CC(C(=O)O)N1C(=O)CSC1=S (stereo not drawn)	2	3	-10	5	-6	-1	3	0	24
Cc1ccc(Cn2nc(C)c(NC(=O)CCCn3nc([N+](=O)[O-])c(Cl)c3C)c2C)cc1	2	-7	3	-3	-5	10	6	-11	16
CCCS(=O)(=O)N1CCC(C(=O)NCCN2CCCC2)CC1	-4	14	-24	7	-2	-8	8	-8	12
CSc1n[nH]c(=O)n1C1CCCCC1	-1	-29	-12	25	2	-1	4	0	2
Cc1ccc(C)c2[nH]c(=O)c(CCNS(=O)(=O)c3ccccc3)cc12	1	9	1	16	-4	3	-5	7	-43
COCCNC(=O)c1oc2ccc3c(c2c1C)C(O)CC(C)(C)O3 (stereo not drawn)	1	2	-8	9	1	3	-1	-8	-186
C[C@H](CO)N1C[C@H](C)[C@@H](CN(C)Cc2ccc(C(=O)Nc3ccccc3N)cc2)Oc2c(NC(=O)C3CCCCC3)cccc2C1=O	1	23	4	17	6	3	-7	34	4
O=C(CSc1ccccn1)Nc1ccc2c(c1)OCCO2	-1	-5	3	20	3	0	3	-2	25

Brought forward from above: 2 compounds, followed by the next part.
SMILES	SENP1 FRET inh	Apaf1 inhib	SENP6 inh	NALP3 yeast inh	SENP8 block-1	HKDC1 inhibitor	SENP7 inh	PfGluPho inh	SENP8 block-2
C[C@H](CO)N1C[C@H](C)[C@@H](CN(C)Cc2ccc(C(=O)Nc3ccccc3N)cc2)Oc2c(NC(=O)C3CCCCC3)cccc2C1=O	1	23	4	17	6	3	-7	34	4
O=C(CSc1ccccn1)Nc1ccc2c(c1)OCCO2	-1	-5	3	20	3	0	3	-2	25
O=C(CN1CCN(S(=O)(=O)c2ccc(F)c(Cl)c2)CC1)N1CCc2ccccc2C1	-1	/	/	/	/	-2	/	4	-3
CCOC(=O)/C(=N/Nc1ccccc1OC)N1CCCc2ccccc21	5	-2	-13	9	-4	1	1	23	18
CCC(c1nnnn1C(C)C)N1CCN(C2CCCC2)CC1 (stereo not drawn)	-1	-10	2	9	-2	-6	-3	-4	13
CC[N+](CC)(CC)CCOc1ccc(/C=C/c2ccccc2)cc1	0	26	-8	49	-6	2	-6	9	-51
Cc1c(N)c(=O)n(-c2ccccc2)n1C	5	-5	-8	5	4	-7	2	-13	9
CN(C)c1ccc(C2(c3ccc(N(C)C)cc3)OC(=O)c3cc(N)ccc32)cc1	1	10	-29	10	16	6	7	-8	16
Cc1ccccc1-n1nnnc1SCc1cc(=O)n2ccsc2n1	-1	-13	-10	3	-2	-3	7	6	4
CN(C(=O)c1ccccc1)c1nccnc1C#N	-35	-2	11	11	-6	-3	3	-14	1
CSCC[C@H](NC(=O)N1CCn2c1nc1ccccc12)C(=O)NCc1ccc(F)cc1	-2	16	4	-4	-15	4	-12	0	12
COc1ccc(C(=O)Nc2cccnc2Sc2ccc(Cl)cc2)cc1	3	9	-10	28	-10	-5	-5	12	3
CC(C)n1nnnc1SCC(=O)NCCc1ccccc1	-2	-2	11	-11	-2	0	-3	-19	33
COc1ccc(C(=O)/C=C/c2cccc(OCc3ccccc3)c2)cc1CSCC(=O)O	1	32	-32	6	-14	29	-10	-25	6
NC(=O)N1CC(O)CC1C(=O)Nc1ccc(Cl)c(Cl)c1 (stereo not drawn)	-1	-6	-17	15	0	4	-1	1	21
COc1ccc(-c2cc(=O)oc3c(C)c(OCC(=O)NCC4CCC(C(=O)O)CC4)ccc23)cc1 (stereo not drawn)	2	-1	-8	5	-9	6	-6	-11	20
CC(CN1CCN(C)CC1)OC(=O)c1ccccc1 (stereo not drawn)	1	7	-20	-5	-2	-8	-2	-32	30
COc1ccc(NC(=O)c2ccc3c(c2)OCO3)cc1S(=O)(=O)N1CCOCC1	0	3	-13	-9	-7	3	-3	-7	14
CC(C)(C)c1ccc(NC(=O)C2=CN3CCS(=O)(=O)N=C3C=C2)cc1	-1	-2	-12	14	-3	0	1	6	-13
CC(C)C(=O)NS(=O)(=O)c1ccc(NS(C)(=O)=O)cc1	1	-6	4	3	-2	-5	6	-10	38
COc1ccc(S(=O)(=O)N(C)C)cc1NC(=O)CSc1ncccn1	1	-2	14	14	1	-5	-6	-3	5
Cc1cn[nH]c1	-2	-6	0	13	1	-4	2	3	7
Cn1nnnc1SCC(=O)NNC(=O)c1ccc(Cl)cc1	2	-10	11	20	4	0	-2	-17	-2
CCN(CC)C(=O)N1CCN(c2c([N+](=O)[O-])c(=O)oc3ccccc23)CC1	0	-4	2	10	-3	-4	-4	1	15
COc1ccc2c(C(=O)NCc3ccc4c(c3)OCO4)c(-c3ccc(S(C)(=O)=O)cc3)sc2c1	0	5	-17	15	15	0	-6	-30	i
CCOc1ccc(NC(=O)C2CCN(S(=O)(=O)c3c(C)noc3C)CC2)cc1	-1	-5	-6	0	5	-4	2	5	4
O=C(c1ccco1)N1CCN(C(=O)c2cccc3c2C(=O)N(C2CCCCC2)C3)CC1	-1	0	4	6	3	-6	4	7	3
COc1ccccc1Oc1nc(C)c(C(C)=O)cc1C#N	-1	2	7	11	-3	-3	7	0	13
Cc1ccc(S(=O)(=O)N2CCN(c3ncnc4c3cnn4-c3ccccc3)CC2)cc1	-2	11	2	16	-12	-8	-11	-11	5
Cc1ccc(S(=O)(=O)N(Cc2cc3ccccc3[nH]c2=O)c2cccc(C)c2)cc1	2	0	3	0	-1	-7	-5	-5	-23
c1ccc(Oc2nc(-c3ccccn3)nc3ccccc23)cc1	-1	15	-2	48	-3	7	1	0	22
O=C(C1CCCCCC1)N1CC[C@@H](N2CCC(O)CC2)[C@H](O)C1	-151	-13	-4	16	-3	-8	8	5	6
COc1ccc(CCNC(=O)CN(c2ccccc2)S(C)(=O)=O)cc1	1	5	-6	8	-9	-10	-9	0	14
CC1=C([N+](=O)[O-])C(c2ccc(Cl)cc2)NC(=O)N1C (stereo not drawn)	-14	-4	-3	-3	-1	2	-21	-1	0
COCCC(=O)N1CCC(Oc2ccc(C(=O)NC3CCCCC3)cc2)CC1	2	0	-8	5	4	-3	-3	1	10

High-throughput results (PubChem)
